TRPC4 agonist: activators of mouse TRPC4 channel, primary screen, Fluo4 calcium, HEK293 TRPC4beta/mu-opioid cells | actives 0.49% (n = 310,000) | Short transient receptor potential channel 4 (Mus musculus), Q9QUQ5 | B-score at 10 µM | Fluo4 calcium fluorescence; stronger effect = higher value;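 active = B-score above 5 SD of library B-scores, and initial fluorescence ratio not above library mean plus 5 SD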;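 note: positive B-score marks a calcium rise read as TRPC4 activation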
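system = HEK293 cells stably co-expressing mouse TRPC4beta and mu-opioid receptor | schedule = Fluo4 dye loading 45 min at room temperature, 110 s recording | measure = B-scored integrated calcium fluorescence ratio | signal = Fluo4 calcium-sensitive dye fluorescence, kinetic, 1 Hz baseline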
RGS4 inh: RGS4 inhibitors, primary screen, cell-based, HEK293 M3R inducible RGS4, calcium flux; B-score at 10 µM; Fluo-4 calcium flux; stronger effect = higher value; triggered by carbachol at its EC20; actives 0.45% (n = 310,000); AID 463165, 2010; Regulator of G-protein signaling 4 (Homo sapiens), P49798;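 active = B-score, a plate-corrected calcium signal, over three deviations above library mean, with baseline fluorescence within five deviations of library mean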;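 note: RGS4 expression induced by doxycycline in cells with stable M3 receptor; B-score is computed from the integrated fluorescence ratio over baseline after carbachol; higher B-score means a larger calcium signal and so more RGS4 inhibition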
Target sequence (P49798 whole entry, looked up): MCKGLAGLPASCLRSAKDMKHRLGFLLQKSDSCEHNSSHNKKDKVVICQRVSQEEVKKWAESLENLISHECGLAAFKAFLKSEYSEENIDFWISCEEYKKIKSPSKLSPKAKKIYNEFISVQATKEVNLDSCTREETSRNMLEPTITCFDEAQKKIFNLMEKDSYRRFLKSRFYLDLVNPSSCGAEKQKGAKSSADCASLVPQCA
MrgX1 PAM: positive allosteric modulators of MrgX1, primary screen, HEK293 cells, Fluo-4 calcium flux; Mas-related G-protein coupled receptor member X1 (Homo sapiens), Q96LB2; FDSS; stronger effect = higher value; B-score at 10 µM; actives 0.63% (n = 310,000); AID 588675, 2011;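 active = plate-corrected calcium response at least 3 library SD above typical, normal starting fluorescence, not activating the receptor alone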;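 note: compound read alongside a low EC10 to EC30 dose of BAM8-22 agonist; peak minus trough fluorescence over baseline measured at the second addition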
TRPC6 inhibitor: mouse TRPC6 channel inhibitors, primary screen, cell-based, HEK293, membrane potential dye | actives 1.1% (n = 310,000) | AID 2553, 2010 | ACh-evoked depolarization; stronger effect = lower value | B-score at 10 µM | Short transient receptor potential channel 6 (Mus musculus), Q61143;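 active = B-score under library mean minus 3 SD, initial fluorescence not abnormally high, positive integrated signal ratio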;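 note: B-score derived from integrated fluorescence ratio over the kinetic read; more negative B-score means stronger inhibition of depolarization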
ANO1 block: TMEM16A chloride channel inhibitors, primary screen, cell-based, HTS; Anoctamin-1 (Mus musculus), Q8BHY3; HEK293 TMEM16A/YFP iodide influx fluorescence, ionomycin; normalized B-score (activity score, 25-100; higher = stronger inhibition) at 10 µM; actives 1.2% (n = 310,000); AID 588511, 2011;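 active = ratio plate-corrected score three or more library SD toward inhibition, starting fluorescence score within five deviations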;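 note: score derived from kinetic fluorescence span divided by baseline fluorescence per well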
Target sequence (Q8BHY3 whole entry, looked up): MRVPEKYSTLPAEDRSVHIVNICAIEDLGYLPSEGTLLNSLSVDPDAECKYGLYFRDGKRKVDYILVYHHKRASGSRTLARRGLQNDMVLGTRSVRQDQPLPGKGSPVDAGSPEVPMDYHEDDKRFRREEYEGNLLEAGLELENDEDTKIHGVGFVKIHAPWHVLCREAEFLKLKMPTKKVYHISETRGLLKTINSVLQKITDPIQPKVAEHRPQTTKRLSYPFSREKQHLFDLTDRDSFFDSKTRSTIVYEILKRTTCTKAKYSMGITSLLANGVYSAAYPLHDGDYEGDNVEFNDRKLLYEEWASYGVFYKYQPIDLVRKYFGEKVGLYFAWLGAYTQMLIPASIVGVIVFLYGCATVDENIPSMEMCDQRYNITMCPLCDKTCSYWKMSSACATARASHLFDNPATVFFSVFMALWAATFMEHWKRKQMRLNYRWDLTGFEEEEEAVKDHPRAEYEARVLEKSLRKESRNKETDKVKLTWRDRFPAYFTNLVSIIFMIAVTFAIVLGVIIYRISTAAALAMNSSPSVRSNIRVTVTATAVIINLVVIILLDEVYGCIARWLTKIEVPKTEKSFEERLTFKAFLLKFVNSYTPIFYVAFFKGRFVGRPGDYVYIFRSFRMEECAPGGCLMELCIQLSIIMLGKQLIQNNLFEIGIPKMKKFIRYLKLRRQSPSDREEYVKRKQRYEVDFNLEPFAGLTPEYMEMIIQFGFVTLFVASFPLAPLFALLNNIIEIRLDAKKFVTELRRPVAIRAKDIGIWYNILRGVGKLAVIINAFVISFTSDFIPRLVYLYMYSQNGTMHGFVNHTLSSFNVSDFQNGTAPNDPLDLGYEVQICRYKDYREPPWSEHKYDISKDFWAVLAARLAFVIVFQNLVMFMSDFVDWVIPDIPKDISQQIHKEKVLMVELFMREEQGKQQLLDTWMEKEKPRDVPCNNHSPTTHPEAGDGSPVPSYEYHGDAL
TRPC4 PAM: positive allosteric modulators of TRPC4, primary screen, cell-based, mouse TRPC4beta, HEK293 mu-opioid, Fluo-4 calcium. DAMGO EC20, Fluo-4 Ca2+ flux; stronger effect = higher value. B-score at 10 µM. actives 0.42% (n = 310,000). AID 2227, 2009;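 active = B-score of calcium response area above 5 SD of library B-scores, with initial fluorescence ratio within 5 SD of library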;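 note: B-score of integrated fluorescence ratio over time as area under calcium response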
MrgX1 antag: antagonists of human MrgX1 receptor, primary screen, HEK293 cells, Fluo-4 calcium flux; Mas-related G-protein coupled receptor member X1 (Homo sapiens), Q96LB2; BAM8-22 antagonism; stronger effect = lower value; B-score at 10 µM; actives 1.3% (n = 310,000); AID 588676, 2011;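 active = calcium-response B-score plate-corrected more than 3 library SD below zero, starting fluorescence within 5 deviations, no agonist response on first addition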;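 note: peak minus trough fluorescence over baseline after final BAM8-22 challenge near maximal dose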
TRPC6 activator: mouse TRPC6 channel activators, primary screen, cell-based, HEK293, membrane potential dye; actives 0.13% (n = 310,000); HEK293-TRPC6 membrane potential dye fluorescence; stronger effect = higher value; Short transient receptor potential channel 6 (Mus musculus), Q61143; B-score at 10 µM;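 active = B-score of the integrated fluorescence ratio above library mean plus 3 SD, and starting fluorescence ratio within library mean plus 5 SD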;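 note: higher score means more depolarization so channel activation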
TRPC4 block: inhibitors of mouse TRPC4 channel, primary screen, Fluo4 calcium, HEK293 TRPC4beta/mu-opioid cells; B-score at 10 µM; actives 0.39% (n = 300,000); DAMGO-evoked Fluo4 calcium flux; stronger effect = lower value;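 active = B-score over 3 SD under the library average, no early fluorescence shift, positive overall ratio signal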
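Material: HEK293 cells with stable TRPC4beta plus mu-opioid receptor expression / Probe or stimulus: DAMGO in two steps, submaximal then maximal / Compound: single concentration per test compound / Technique: kinetic Fluo4 fluorescence imaging of calcium influx / Read-out: per-well B score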
TMEM16A act: TMEM16A chloride channel activators or potentiators, primary screen, cell-based, HTS; Anoctamin-1 (Mus musculus), Q8BHY3; AID 623877, 2012; B-score at 10 µM; HEK293 TMEM16A/YFP-H148Q/I152L, iodide quench fluorescence; stronger effect = lower value; actives 0.3% (n = 340,000);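 active = fluorescence-ratio B-score plate-corrected deviation score at least 3 library SD below zero, with starting fluorescence score within 5 deviations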;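 note: channel opened by trigger with iodide after compound preincubation; score built on the fluorescence ratio of max minus min over baseline; more negative score means more quench and so TMEM16A activation or potentiation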
MrgX1 ag: agonists of human MrgX1 receptor, primary screen, HEK293 cells, Fluo-4 calcium flux. Mas-related G-protein coupled receptor member X1 (Homo sapiens), Q96LB2. Fluo-4 calcium fluorescence, agonist mode; stronger effect = higher value. B-score at 10 µM. actives 0.44% (n = 310,000). AID 588627, 2011;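 active = calcium response B-score plate-corrected fluorescence ratio at least 3 library SD, with starting fluorescence B-score inside 5 SD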
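Assay system: MrgX1-expressing HEK293 cells / Amount: fifteen thousand cells per well / Doses: test compound in the initial addition of three / Timing: cells plated overnight, dye loaded 0.5 h 37 °C, 0.5 h room temperature / Technique: kinetic calcium dye fluorescence, Fluo-4 NW / Control set: positive and negative controls per plate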
* hit, by the source's call. No enrichment for hits. About 5.8% of those tested had a hit in this group.

For CCOc1ccc(/C=C/C(=O)c2c(O)c3ccccc3oc2=O)cc1 the results were TRPC4 agonist inactive, RGS4 inh inactive, MrgX1 PAM inactive, TRPC6 inhibitor inactive, ANO1 block inactive, TRPC4 PAM inactive, MrgX1 antag inactive, TRPC6 activator inactive, TRPC4 block inactive, TMEM16A act inactive and MrgX1 ag inactive.
CC(=O)NNc1ncnc2ccccc12 was read as TRPC4 agonist inactive, RGS4 inh inactive, MrgX1 PAM inactive, TRPC6 inhibitor inactive, ANO1 block inactive, TRPC4 PAM inactive, MrgX1 antag inactive, TRPC6 activator inactive, TRPC4 block inactive, TMEM16A act inactive and MrgX1 ag inactive.
For COc1cccc(-c2csc(NC(=O)Nc3ccccc3)n2)c1 the results were TRPC4 agonist inactive, RGS4 inh inactive, MrgX1 PAM inactive, TRPC6 inhibitor inactive, ANO1 block inactive, TRPC4 PAM inactive, MrgX1 antag inactive, TRPC6 activator inactive, TRPC4 block inactive, TMEM16A act inactive and MrgX1 ag inactive.
`NS(=O)(=O)c1ccc(CCNC(=O)COC(=O)/C=C/c2ccc(Cl)cc2)cc1` gave TRPC4 agonist inactive, RGS4 inh inactive, MrgX1 PAM inactive, TRPC6 inhibitor -5.42*, ANO1 block inactive, TRPC4 PAM inactive, MrgX1 antag inactive, TRPC6 activator inactive, TRPC4 block inactive, TMEM16A act inactive and MrgX1 ag inactive.
Screening Cc1cccc(C)c1NC(=O)C1CCN(C(=O)c2cccs2)CC1 returned TRPC4 agonist inactive, RGS4 inh inactive, MrgX1 PAM inactive, TRPC6 inhibitor inactive, ANO1 block inactive, TRPC4 PAM inactive, MrgX1 antag inactive, TRPC6 activator inactive, TRPC4 block inactive, TMEM16A act inactive and MrgX1 ag inactive.
For Cc1nn(-c2ccccc2)c(C)c1/C=C/C(=O)OC(C)C(=O)Nc1ncc(Cl)cc1Cl (configuration not stated) the results were TRPC4 agonist inactive, RGS4 inh inactive, MrgX1 PAM inactive, TRPC6 inhibitor inactive, ANO1 block inactive, TRPC4 PAM inactive, MrgX1 antag inactive, TRPC6 activator inactive, TRPC4 block inactive, TMEM16A act inactive and MrgX1 ag inactive.
`COc1ccc2sc3c(=O)[nH]c4ccccc4c3c2c1` gave TRPC4 agonist inactive, RGS4 inh inactive, MrgX1 PAM inactive, TRPC6 inhibitor inactive, ANO1 block inactive, TRPC4 PAM inactive, MrgX1 antag inactive, TRPC6 activator inactive, TRPC4 block inactive, TMEM16A act inactive and MrgX1 ag inactive.
For CC1CCCCC1NC(=O)C1CC(=O)N(Cc2ccccc2)C1 (configuration not stated) the results were TRPC4 agonist inactive, RGS4 inh inactive, MrgX1 PAM inactive, TRPC6 inhibitor inactive, ANO1 block inactive, TRPC4 PAM inactive, MrgX1 antag inactive, TRPC6 activator inactive, TRPC4 block inactive, TMEM16A act inactive and MrgX1 ag inactive.
For CCOC(=O)C1CCCN(C(=O)CSCc2ccccc2)C1 (configuration not stated) the results were TRPC4 agonist inactive, RGS4 inh inactive, MrgX1 PAM inactive, TRPC6 inhibitor inactive, ANO1 block inactive, TRPC4 PAM inactive, MrgX1 antag -8.86*, TRPC6 activator inactive, TRPC4 block inactive, TMEM16A act inactive and MrgX1 ag inactive.
`O=C1OC(c2ccc(Cl)cc2)=N/C1=C\c1cccnc1` gave TRPC4 agonist inactive, RGS4 inh inactive, MrgX1 PAM inactive, TRPC6 inhibitor inactive, ANO1 block inactive, TRPC4 PAM inactive, MrgX1 antag inactive, TRPC6 activator inactive, TRPC4 block inactive, TMEM16A act inactive and MrgX1 ag inactive.
CCNc1nc(OC)nc(SCC(=O)Nc2ccccc2)n1 was read as TRPC4 agonist inactive, RGS4 inh inactive, MrgX1 PAM inactive, TRPC6 inhibitor inactive, ANO1 block inactive, TRPC4 PAM inactive, MrgX1 antag inactive, TRPC6 activator inactive, TRPC4 block inactive, TMEM16A act inactive and MrgX1 ag inactive.
Screening O=C(Nc1cccc(C(F)(F)F)c1)c1cc2c(s1)-c1ccccc1OC2 returned TRPC4 agonist inactive, RGS4 inh inactive, MrgX1 PAM inactive, TRPC6 inhibitor inactive, ANO1 block inactive, TRPC4 PAM inactive, MrgX1 antag inactive, TRPC6 activator inactive, TRPC4 block inactive, TMEM16A act inactive and MrgX1 ag inactive.
Cc1ccc(C(=O)C(C)OC(=O)c2cc3cc([N+](=O)[O-])ccc3oc2=O)cc1 (configuration not stated) was read as TRPC4 agonist inactive, RGS4 inh inactive, MrgX1 PAM inactive, TRPC6 inhibitor inactive, ANO1 block inactive, TRPC4 PAM inactive, MrgX1 antag inactive, TRPC6 activator inactive, TRPC4 block inactive, TMEM16A act inactive and MrgX1 ag inactive.
`CCOc1nc(S(=O)(=O)c2ccc(C)cc2)c(Cl)s1` gave TRPC4 agonist inactive, RGS4 inh inactive, MrgX1 PAM inactive, TRPC6 inhibitor inactive, ANO1 block inactive, TRPC4 PAM inactive, MrgX1 antag inactive, TRPC6 activator inactive, TRPC4 block inactive, TMEM16A act inactive and MrgX1 ag inactive.
Screening CCC[C@@H]1C[C@@]1(CCC)[C@@H](NP(=O)(c1ccccc1)c1ccccc1)c1ccc(C(=O)OC)cc1 returned TRPC4 agonist inactive, RGS4 inh inactive, MrgX1 PAM inactive, TRPC6 inhibitor inactive, ANO1 block inactive, TRPC4 PAM inactive, MrgX1 antag inactive, TRPC6 activator inactive, TRPC4 block inactive and MrgX1 ag inactive.
Screening Cc1cc(C)n(CC2CC(=O)N(c3ccccc3)C2=O)n1 (configuration not stated) returned TRPC4 agonist inactive, RGS4 inh inactive, MrgX1 PAM inactive, TRPC6 inhibitor inactive, ANO1 block inactive, TRPC4 PAM inactive, MrgX1 antag inactive, TRPC6 activator inactive, TRPC4 block inactive, TMEM16A act inactive and MrgX1 ag inactive.
For CCn1c(SCC(=O)Nc2cc(NC(C)=O)ccc2OC)nnc1-c1cccnc1 the results were TRPC4 agonist inactive, RGS4 inh inactive, MrgX1 PAM inactive, TRPC6 inhibitor inactive, ANO1 block inactive, TRPC4 PAM inactive, MrgX1 antag inactive, TRPC6 activator inactive, TRPC4 block inactive, TMEM16A act inactive and MrgX1 ag inactive.
`Cc1cc(OCc2cn3cccnc3n2)ccc1Cl` gave TRPC4 agonist inactive, RGS4 inh inactive, MrgX1 PAM inactive, TRPC6 inhibitor inactive, ANO1 block inactive, TRPC4 PAM inactive, MrgX1 antag inactive, TRPC6 activator inactive, TRPC4 block inactive, TMEM16A act inactive and MrgX1 ag inactive.
Screening C=CCNc1nc(N)c([N+](=O)[O-])c(NCc2ccccc2)n1 returned TRPC4 agonist inactive, RGS4 inh inactive, MrgX1 PAM inactive, TRPC6 inhibitor inactive, ANO1 block inactive, TRPC4 PAM inactive, MrgX1 antag inactive, TRPC6 activator inactive, TRPC4 block inactive, TMEM16A act inactive and MrgX1 ag inactive.
`Cc1ccc(NC(=O)C2CCCN2C(=O)c2cccs2)c(C)c1` (configuration not stated) gave TRPC4 agonist inactive, RGS4 inh inactive, MrgX1 PAM inactive, TRPC6 inhibitor inactive, ANO1 block inactive, TRPC4 PAM inactive, MrgX1 antag inactive, TRPC6 activator inactive, TRPC4 block inactive, TMEM16A act inactive and MrgX1 ag inactive.
Screening CN(C)C(=S)NC1(C)CCS(=O)(=O)C1 (configuration not stated) returned TRPC4 agonist inactive, RGS4 inh inactive, MrgX1 PAM inactive, TRPC6 inhibitor inactive, ANO1 block inactive, TRPC4 PAM inactive, MrgX1 antag inactive, TRPC6 activator inactive, TRPC4 block inactive, TMEM16A act inactive and MrgX1 ag inactive.
`OCCNc1cc(-n2nc(-c3ccccc3)cc2-c2ccccc2)ncn1` gave TRPC4 agonist inactive, RGS4 inh inactive, MrgX1 PAM inactive, TRPC6 inhibitor inactive, ANO1 block inactive, TRPC4 PAM inactive, MrgX1 antag inactive, TRPC6 activator inactive, TRPC4 block inactive, TMEM16A act inactive and MrgX1 ag inactive.
For COc1cc(NC(=O)[C@H](C)NC(=O)N2CCn3c2nc2ccccc23)cc(OC)c1 the results were TRPC4 agonist inactive, RGS4 inh inactive, MrgX1 PAM inactive, TRPC6 inhibitor inactive, ANO1 block inactive, TRPC4 PAM inactive, MrgX1 antag inactive, TRPC6 activator inactive, TRPC4 block inactive, TMEM16A act inactive and MrgX1 ag inactive.
`COc1ccc(C)cc1NC(=O)C(=O)NNC(=O)c1ccco1` gave TRPC4 agonist inactive, RGS4 inh inactive, MrgX1 PAM inactive, TRPC6 inhibitor inactive, ANO1 block inactive, TRPC4 PAM inactive, MrgX1 antag inactive, TRPC6 activator inactive, TRPC4 block inactive, TMEM16A act inactive and MrgX1 ag inactive.
Cc1sc2nc(CN3CCOCC3)nc(N3CCOCC3)c2c1C was read as TRPC4 agonist inactive, RGS4 inh inactive, MrgX1 PAM inactive, TRPC6 inhibitor inactive, ANO1 block inactive, TRPC4 PAM inactive, MrgX1 antag inactive, TRPC6 activator inactive, TRPC4 block inactive, TMEM16A act inactive and MrgX1 ag inactive.
Screening Cc1ccccc1CSc1nnnn1-c1ccc(C(N)=O)cc1 returned TRPC4 agonist inactive, RGS4 inh inactive, MrgX1 PAM inactive, TRPC6 inhibitor inactive, ANO1 block inactive, TRPC4 PAM inactive, MrgX1 antag inactive, TRPC6 activator inactive, TRPC4 block inactive, TMEM16A act inactive and MrgX1 ag inactive.
For CCOC(=O)c1c(CSc2ccccc2)n(C)c2cc(Br)c(OCC(O)CNC(CO)(CO)CO)cc12 (configuration not stated) the results were TRPC4 agonist inactive, RGS4 inh inactive, MrgX1 PAM inactive, TRPC6 inhibitor inactive, ANO1 block inactive, TRPC4 PAM inactive, MrgX1 antag inactive, TRPC6 activator inactive, TRPC4 block inactive, TMEM16A act inactive and MrgX1 ag inactive.

Screening results as filed in PubChem BioAssay.
